Fh CTSL1 inh: cathepsin L1 inhibition, PFM18AAP counter-screen; recombinant F. hepatica cathepsin L1, Z-Leu-Arg-MCA fluorescence; inhibition, % at 5.96 µM; 300,000 tested, 0.49% active;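 active means inhibition above the mean of all tested compounds plus 3 SD, set per screening campaign, cut at about 17% in these data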;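 further: 0% = plate median of test compound wells and 100% = 1 µM Z-Phe-Ala-diazomethylketone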
JMJD2C inh: blocks human GASC-1 demethylase activity; Q9H3R0; GST-JMJD2C(1-420) H3K9me3 demethylation, DELFIA europium; inhibition, % at 2.35 µM; 330,000 tested, 0.069% active;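 active means more than half of a compound's replicate wells show inhibition beyond 50%, single wells judged on their own value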;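 further: signal counts dimethyl H3K9 product captured on neutravidin plate; 0% = median of DMSO wells and 100% = 0.3 times that DMSO median; strong numbers were not always called active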
PP5 primary: blocks human protein phosphatase 5 activity; P53041; purified PP5c, OMFP substrate fluorescence; inhibition, % at 6.7 µM; 320,000 tested, 0.18% active; AID 1987;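 active means inhibition above the campaign's mean inhibition across all tested compounds plus 3 SD, cut at about 9.5% in these data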;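 further: 0% = DMSO only and 100% = 100 µM cantharidin control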
core dimer inh: HCV core protein dimerization inhibition; 300,000 tested, 0.33% active; inhibition, % at 5 µM; TR-FRET GST/Flag-core106 dimerization, 1536-well; AID 1899;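 active means inhibition above the mean of all tested compounds plus 3 SD, set per screening campaign, cut at about 45% in these data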
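Assay system: GST-tagged and Flag-tagged HCV core protein residues 1-106 / Times: compound-protein-antibody incubation 4 h at 22.5 °C / Signal: time-resolved FRET, ex 340 nm, em 617 and 671 nm / Evaluation: % inhibition based on acceptor/donor emission ratio / Benchmarks: wells lacking GST-core106 and wells with excess unlabelled core106 / Repeats: singlicate, one well per compound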
proCasp7 act: activates human procaspase-7, counter-screen for procaspase-3 activators; P55210; recombinant procaspase-7, Ac-DEVD-pNA absorbance 405 nm; D23A/D198A/D206A triple mutant, cannot self-cleave; scale: DMSO 0, 5 µM enzyme 100; activation, % at 8.5 µM; 330,000 tested, 0.093% active; AID 463210;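 active means percent activation above the screen-wide mean plus 3 SD, cut at about 25% in these data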
Target sequence (P55210 whole entry D23A/D198A/D206A): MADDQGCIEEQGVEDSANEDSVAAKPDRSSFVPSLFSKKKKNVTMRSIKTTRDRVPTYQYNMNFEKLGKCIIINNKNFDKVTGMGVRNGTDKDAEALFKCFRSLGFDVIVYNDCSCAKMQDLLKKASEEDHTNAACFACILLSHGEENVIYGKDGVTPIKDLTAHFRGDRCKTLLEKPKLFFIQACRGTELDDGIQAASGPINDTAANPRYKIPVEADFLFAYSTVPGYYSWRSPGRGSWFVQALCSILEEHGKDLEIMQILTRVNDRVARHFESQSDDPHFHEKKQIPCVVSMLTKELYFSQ
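Material: Procaspase-7 triple mutant (PC-7 D3A) | Quantity: 2 µM procaspase-7 mutant as dispensed | Reagent: DEVD-pNA substrate | Times: 1 h preincubation, 2 h reaction | Technique: 405 nm absorbance of p-nitroaniline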
GRK2 inh: human GRK2 inhibition via aptamer displacement; P25098; bead flow cytometry, FAM-aptamer displacement from GRK2; inhibition of aptamer binding, % at 10 µM; 330,000 tested, 0.59% active; AID 488847;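 active means inhibition of aptamer binding above 40%, roughly 3 SD of noise, on plates passing a quality check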;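 further: median bead fluorescence of bound FAM aptamer so fluorescent compounds give negative values; no value below 0 was filed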
Target sequence (P25098 whole entry, looked up): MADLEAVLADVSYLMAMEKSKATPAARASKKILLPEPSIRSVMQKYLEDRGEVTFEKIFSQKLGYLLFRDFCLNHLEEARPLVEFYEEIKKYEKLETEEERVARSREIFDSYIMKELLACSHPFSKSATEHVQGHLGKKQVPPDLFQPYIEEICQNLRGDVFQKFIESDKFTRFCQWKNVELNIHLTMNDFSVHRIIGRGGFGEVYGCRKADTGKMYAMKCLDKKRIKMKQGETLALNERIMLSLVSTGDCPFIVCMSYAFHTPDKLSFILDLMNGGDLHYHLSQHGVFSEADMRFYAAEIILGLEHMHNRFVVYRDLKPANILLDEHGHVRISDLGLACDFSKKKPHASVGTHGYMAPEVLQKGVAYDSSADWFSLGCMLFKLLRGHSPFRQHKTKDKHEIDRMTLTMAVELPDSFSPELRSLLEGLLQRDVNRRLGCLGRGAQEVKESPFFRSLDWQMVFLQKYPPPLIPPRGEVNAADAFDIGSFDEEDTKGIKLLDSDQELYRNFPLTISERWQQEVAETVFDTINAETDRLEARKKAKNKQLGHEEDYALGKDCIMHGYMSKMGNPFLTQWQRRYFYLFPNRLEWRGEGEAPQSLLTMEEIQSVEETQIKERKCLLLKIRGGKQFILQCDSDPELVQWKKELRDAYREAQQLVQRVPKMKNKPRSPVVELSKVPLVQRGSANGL
procasp3 activ: activators of human procaspase-3; 330,000 tested, 0.11% active; recombinant procaspase-3 D3A, Ac-DEVD-pNA absorbance 405 nm; AID 463141; activation, % at 8.5 µM; P42574;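 active means activation above the mean of all tested compounds plus 3 SD, cut at about 21% in these data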;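 further: 0% = DMSO alone and 100% = DMSO wells spiked with extra 5 µM PC-3 D3A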
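Assay system – Procaspase-3 D3A mutant, all three cleavage aspartates alanine · Controls – DMSO-only low control, 5 µM PC-3 D3A high control · Schedule – 1 h compound preincubation, 2 h substrate hydrolysis at 25 °C · Signal – 405 nm absorbance of p-nitroaniline, reads at 0 and 120 min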
VLA-4 inh: inhibition in a human VLA-4 binding assay. VLA-4 expressing cells, ligand binding flow cytometry. inhibition, % (about 7 µM as worked out from the volumes in the protocol). 330,000 tested, 0.2% active; in the data active means inhibition above about 50%
PP1 counter: counter-screen for PP5 inhibitors: inhibitors of human PP1-alpha | purified PP1alpha, OMFP fluorescence | inhibition, % at 6.7 µM | 320,000 tested, 0.9% active | AID 2235;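 active means inhibition above the mean inhibition of all tested compounds plus 3 SD, computed separately for each screening campaign, cut at about 15% in these data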
The depositor's hits bear a star; x = no result given; & = joins results of further samples.

nr	Structure	Fh CTSL1 inh	JMJD2C inh	PP5 primary	core dimer inh	proCasp7 act
1	Cc1cccc(CC(=O)N2CCOCC2)c1	1	11	-1.7	4	7
2	CN1CCC(N(C)C(=O)c2ccc(Cl)c(S(=O)(=O)N3CCCCC3)c2)CC1	x	x	-2.2	x	13
3	COc1cccc(NC(=O)CN(C)C(=O)C2CCN(C(=O)c3ccccc3C)CC2)c1	0	7	1.2	-1	9
4	COc1ccccc1N(CC(O)COc1ccc(C)cc1)S(=O)(=O)c1ccccc1 (stereo not given)	0	-1	4.5	8	-6
5	COc1cccc(C2c3[nH]c4ccccc4c3CCN2Cc2cnn(C)c2)c1 (stereo not given)	-4	2	0.4	1	-6
6	CCCn1c(SCC(=O)Nc2nc3c(s2)CCCC3)nc2c1c(=O)n(C)c(=O)n2C	-5	1	2.0	2	1
7	Cc1cc(C)cc(N(CC(=O)NCc2ccco2)C(=O)c2snc(C(N)=O)c2N)c1	0	7	0.6	-9	-13
8	NC(=O)CC(NC(=O)c1ccccc1)c1ccc(NC2CCCC2)c([N+](=O)[O-])c1 (stereo not given)	0	-2	0.2	6	12
9	CCC(CC)NC(=O)Nc1ccc(C)cc1	-1	-1	-1.7	-2	4
10	COC(=O)c1cccc(NC(=O)c2cccc(N3C(=O)CCC3=O)c2)c1	x	-5	1.3	x	5

nr	GRK2 inh	procasp3 activ	VLA-4 inh	PP1 counter
1	2	4	23	0
2	0	-4	-6	-3
3	0	-2	0	-4
4	1	-1	-9	2
5	2	-1	3	-2
6	0	10	-2	-1
7	5	-10	13	-1
8	1	3	2	4
9	1	-5	0	0
10	0	-2	11	0

The list goes on.
nr	Structure	Fh CTSL1 inh	JMJD2C inh	PP5 primary	core dimer inh	proCasp7 act
11	Nc1nc(N)c2ncc(C(=O)CCc3ccccc3)nc2n1	-5	7	2.8	8	5
12	CCCCn1ccnc1C(=O)c1ccc(S(=O)(=O)N2CCCC2)cc1	-2	-27	1.2	3	-1
13	Cc1c(C(=O)OCC(=O)N(CCC#N)c2ccccc2)oc2c1ccc1ccccc12	-2	1	2.9	10	-15
14	CCN1C(=O)/C(=C/c2cccs2)S/C1=N\S(=O)(=O)c1ccc(C)cc1	3	-1	1.5	4	11
15	O=C(O)c1ccccc1C(=O)NC1Cc2ccccc2C1	3	-11	-0.9	1	7
16	Cc1nnc(NCCc2ccccc2)[nH]c1=O	-2	-3	-0.8	5	0
17	Cc1cc(N)n(-c2nc3ccccc3s2)n1	0	2	-2.0	-2	-6
18	Cc1ccc2c(c1)/C(=C/c1ccccc1C)C(=O)N2	0	-7	3.5	0	2
19	COc1ccc(NC(=O)CC23CC4CC(C2)CC(n2nnc(C)n2)(C4)C3)cc1	-3	4	-2.1	0	8
20	O=S(=O)([N-]c1nc2ccccc2nc1-n1cc[n+](Cc2ccccc2)c1)c1ccc(Br)cc1	5	-17	3.2	14	5

nr	GRK2 inh	procasp3 activ	VLA-4 inh	PP1 counter
11	4	-12	-13	-1
12	0	-4	6	-7
13	0	3	-9	2
14	1	0	5	-3
15	0	1	3	-5
16	0	6	5	-2
17	13	5	9	-1
18	1	6	-1	2
19	3	0	8	-2
20	0	11	9	2

(cont.)
nr	Structure	Fh CTSL1 inh	JMJD2C inh	PP5 primary	core dimer inh	proCasp7 act
21	c1ccc(-c2ccncc2)nc1	x	-4	-1.0	x	-1
22	COc1ccc(-c2nnc(SCC(=O)NC(C)C)n2CC2CCCO2)cc1OC (stereo not given)	1	26&16	1.6	-5	12
23	CC(CO)N1CCS(=O)(=O)CC1 (stereo not given)	1	194	-1.4	-1	6
24	Cc1nn(CCCC(=O)NCCc2ccccc2)c(=O)c2nccn12	12	-2	2.9	-10	-9
25	O=C1CC(Sc2cccs2)C(=O)N1c1ccccc1 (stereo not given)	5	32	2.5	-11	-30
26	CC1(C)CC(=O)C(C=Nc2ccc(O)cc2)=C(O)C1	0	4	1.6	0	-8
27	CC(NCC(=O)Nc1cc(S(=O)(=O)N2CCCCCC2)ccc1Cl)c1ccccc1 (stereo not given)	3	0	3.8	11	4
28	CC(=O)Nc1cc(C)nn1-c1nc(C)cc(C)n1	3	-12	-2.5	2	5
29	CN(Cc1ccccc1)S(=O)(=O)c1ccc(C(=O)Nc2nnc(C3CC3)o2)cc1	-2	-3	2.2	6	3
30	O=C(N1CCOCC1)C(F)(F)C(=O)N1CCOCC1	-1	-3	1.7	4	2

nr	GRK2 inh	procasp3 activ	VLA-4 inh	PP1 counter
21	3	3	-9	-5
22	5	3	0	-3
23	0	-1	11	-3
24	0	8	-21	2
25	2	-30	-5	-1
26	0	3	10	-1
27	4	5	6	2
28	0	5	0	-1
29	0	0	-8	36*
30	6	0	0	-2

Shown tab-delimited: part of the list above
#	SMILES	Fh CTSL1 inh	JMJD2C inh	PP5 primary	core dimer inh	proCasp7 act	GRK2 inh	procasp3 activ	VLA-4 inh	PP1 counter
19	COc1ccc(NC(=O)CC23CC4CC(C2)CC(n2nnc(C)n2)(C4)C3)cc1	-3	4	-2.1	0	8	3	0	8	-2
20	O=S(=O)([N-]c1nc2ccccc2nc1-n1cc[n+](Cc2ccccc2)c1)c1ccc(Br)cc1	5	-17	3.2	14	5	0	11	9	2
21	c1ccc(-c2ccncc2)nc1	x	-4	-1.0	x	-1	3	3	-9	-5
22	COc1ccc(-c2nnc(SCC(=O)NC(C)C)n2CC2CCCO2)cc1OC (stereo not given)	1	26&16	1.6	-5	12	5	3	0	-3
23	CC(CO)N1CCS(=O)(=O)CC1 (stereo not given)	1	194	-1.4	-1	6	0	-1	11	-3
24	Cc1nn(CCCC(=O)NCCc2ccccc2)c(=O)c2nccn12	12	-2	2.9	-10	-9	0	8	-21	2
25	O=C1CC(Sc2cccs2)C(=O)N1c1ccccc1 (stereo not given)	5	32	2.5	-11	-30	2	-30	-5	-1
26	CC1(C)CC(=O)C(C=Nc2ccc(O)cc2)=C(O)C1	0	4	1.6	0	-8	0	3	10	-1
27	CC(NCC(=O)Nc1cc(S(=O)(=O)N2CCCCCC2)ccc1Cl)c1ccccc1 (stereo not given)	3	0	3.8	11	4	4	5	6	2

Additional structures:
nr	Structure	Fh CTSL1 inh	JMJD2C inh	PP5 primary	core dimer inh	proCasp7 act
31	CCOC(=O)c1sc2nc(CSc3ccccc3)nc(N3CCC(C(N)=O)CC3)c2c1C	9	33	0.4	5	-5
32	CCC(CC)C(=O)Nc1cccc(C(=O)Nc2ccc3c(c2)OCO3)c1	-6	3	4.5	3	-7
33	O=C(CC1NCCNC1=O)Nc1cccc([N+](=O)[O-])c1 (stereo not given)	2	-1	1.0	-1	2
34	Cc1cccc(C(=O)NC(NCCc2ccccc2)C(Cl)(Cl)Cl)c1 (stereo not given)	1	-5	3.3	0	-2
35	COc1ccc(CC(=O)OCC(=O)c2ccc(S(=O)(=O)N3CCCCC3)cc2)cc1	x	9	1.0	x	3
36	Cc1ccc(C)c(NC(=O)CN(C)C(=O)c2ccc(-n3cncn3)c([N+](=O)[O-])c2)c1	1	2	-0.4	-1	-4
37	O=C1CCCC/C1=N\Nc1ccc(C2CCCCC2)cc1	2	6	0.8	7	0
38	N#CC(c1ccccc1O)N1N=C(c2ccccc2)CC1c1ccccc1 (stereo not given)	-4	-6	1.2	1	-5
39	Cc1cccn2cc(CNC(=O)CC3CCCC3)nc12	-1	-2	4.6	-1	12
40	C=CCOc1ccc(CNc2nn[nH]n2)cc1	0	-3	2.9	0	7

nr	GRK2 inh	procasp3 activ	VLA-4 inh	PP1 counter
31	4	-10	-22	3
32	0	14	-7	0
33	0	3	-5	-2
34	0	2	3	2
35	3	-107	-31	1
36	1	6	-8	-2
37	1	-4	3	0
38	46*	12	0	-2
39	0	-3	11	-1
40	3	-2	7	1

More records
nr	Structure	Fh CTSL1 inh	JMJD2C inh	PP5 primary	core dimer inh	proCasp7 act
41	CCOc1ccc(NS(=O)(=O)c2ccc3c(c2)oc(=O)n3C)cc1	-2	-2	1.6	-4	9
42	COc1ccc(C(=O)CC(=O)C(=O)Nc2cccc([N+](=O)[O-])c2C)cc1	1	0	5.1	-2	8
43	O=C(NCCNC(=O)c1ccccc1)c1ccccc1	-3	-1	0.8	1	-2
44	COc1cc(/C=N/n2cnnc2)ccc1OCc1ccccc1	3	0	1.1	-2	0
45	CCN(CC)CCNC(=O)CCCNC(=O)Cn1cnc2sc(C)c(C)c2c1=O	3	-3	2.4	0	2
46	Cc1ncoc1C(=O)NC1CC(C)(C)Cc2c1cnn2-c1ccc(F)cc1 (stereo not given)	-5	3	1.6	-2	-2
47	Cn1nnc2ccccc2c1=O	-3	0	1.9	0	5
48	COc1ccc(C(=O)COC(=O)CN2C(=O)C3C4CCC(C4)C3C2=O)cc1 (stereo not given)	1	2	-1.6	3	-10
49	CCC(C)[C@H](NC(=O)NCc1cccs1)C(=O)OC (stereo not given in full)	-2	4	0.2	-1	4
50	O=C(O)CCC(=O)N1c2ccccc2NC2=C(C(=O)CC(c3ccc(F)cc3)C2)C1c1ccc([N+](=O)[O-])o1 (stereo not given)	0	0	0.0	-1	3

nr	GRK2 inh	procasp3 activ	VLA-4 inh	PP1 counter
41	5	8	35	0
42	0	-9	13	6
43	0	-5	1	-2
44	0	-3	13	-4
45	0	-2	-2	0
46	2	2	-1	1
47	0	-2	8	-4
48	0	3	4	-3
49	0	13	5	0
50	0	2	3	-1

More records
nr	Structure	Fh CTSL1 inh	JMJD2C inh	PP5 primary	core dimer inh	proCasp7 act
51	O=C(Nc1ccc(S(=O)(=O)N2CCCC2)cc1)c1ccc(CN2CCOCC2)cc1	-4	7	-1.5	-1	-7
52	Cc1noc(NS(=O)(=O)c2ccc(N/C=C/C(=O)c3ccccc3)cc2)c1C	6	-6	0.0	7	-1
53	CCOC(=O)C1=C(C)N(CC)C(=S)NC1c1ccc(Cl)cc1 (stereo not given)	0	-1	0.1	1	1
54	Cc1ccc(S(=O)(=O)N2CCN(CC(=O)N/N=C/c3ccco3)CC2)cc1	-1	1	0.3	-11	7
55	O=C(CSCc1ccccc1)NCCCN1CCOCC1	3	13	-1.2	-12	-1
56	COC(=O)c1c(NC(=O)C(=O)N2CCOCC2)sc2c1CCCC2	3	10	4.0	3	-6
57	COc1ccccc1NC(=O)c1sc2ncn(Cc3ccccc3C)c(=O)c2c1C	1	-34	-1.4	-24	-2

nr	GRK2 inh	procasp3 activ	VLA-4 inh	PP1 counter
51	0	-3	9	-4
52	4	8	10	0
53	0	1	-2	0
54	0	-3	12	-2
55	0	0	-7	1
56	0	2	0	0
57	2	-2	-9	0

Compound activity from PubChem.
